LYPLA2 counter – blocks human lysophospholipase 2, a PME1 counter-screen | 320,000 tested, 0.38% active | recombinant LYPLA2, FP-Rh probe fluorescence polarization | O95372 | inhibition, % at 5.9 µM;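 active = inhibition above the screen-wide mean plus 3 SD, limit set per campaign, cut at about 26% in these data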;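 note: 0% = LYPLA2 with DMSO and 100% = wells lacking LYPLA2 enzyme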
Target sequence (O95372 whole entry, looked up): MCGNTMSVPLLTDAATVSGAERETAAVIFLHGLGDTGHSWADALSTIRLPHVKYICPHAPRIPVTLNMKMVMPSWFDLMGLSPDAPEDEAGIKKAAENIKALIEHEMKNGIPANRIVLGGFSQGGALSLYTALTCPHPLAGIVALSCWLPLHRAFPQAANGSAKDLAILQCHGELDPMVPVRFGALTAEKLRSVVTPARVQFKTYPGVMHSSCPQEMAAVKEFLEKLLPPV
LYPLA1 inh – LYPLA1 (human) inhibition in PME1 counter-screen; O75608; inhibition, % at 5.9 µM; recombinant LYPLA1, FP-Rh probe fluorescence polarization; AID 2174; 320,000 tested, 0.16% active;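 active = inhibition above the mean of all tested compounds plus 3 SD, set per campaign, cut at about 14% in these data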;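 note: inhibitors block serine hydrolase probe labeling of LYPLA1 so polarization falls; 0% = enzyme with DMSO and 100% = wells lacking LYPLA1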
PREPL inh – inhibits the human prolyl oligopeptidase-like enzyme; recombinant PREPL, fluorescence polarization activity-based probe; inhibition, % at 5.96 µM; 320,000 tested, 0.68% active; AID 2751; in the data active = inhibition above about 43%;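 note: 0% = enzyme with DMSO and 100% = wells lacking enzyme; many of its hits are not listed in these tables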
ZTA DNA inh – blocks Epstein-Barr virus ZTA, an EBNA-1 counter-screen | P03206 | ZTA-DNA binding, fluorescence polarization | inhibition, % at 11 µM | 320,000 tested, 0.15% active; in the data active = inhibition above about 33%
Target sequence (P03206 whole entry, looked up): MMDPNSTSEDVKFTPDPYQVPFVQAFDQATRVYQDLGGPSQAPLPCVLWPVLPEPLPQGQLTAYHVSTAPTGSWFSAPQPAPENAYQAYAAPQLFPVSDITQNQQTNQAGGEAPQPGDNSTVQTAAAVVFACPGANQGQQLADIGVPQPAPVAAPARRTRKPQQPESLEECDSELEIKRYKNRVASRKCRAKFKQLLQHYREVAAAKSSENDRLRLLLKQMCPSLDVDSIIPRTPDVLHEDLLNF
PAFAH1B2 FP inh – inhibitors of human PAFAH1B2; 340,000 tested, 1.2% active; P68402; AID 492953; inhibition, % at 3.39 µM; recombinant PAFAH1B2, FP-rhodamine activity probe, fluorescence polarization;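 active = inhibition above the mean of all tested compounds plus 3 SD, cut at about 24% in these data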;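 note: 0% = enzyme with DMSO and 100% = wells lacking PAFAH1B2; many of its hits are not listed in these tables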
Target sequence (P68402 whole entry, looked up): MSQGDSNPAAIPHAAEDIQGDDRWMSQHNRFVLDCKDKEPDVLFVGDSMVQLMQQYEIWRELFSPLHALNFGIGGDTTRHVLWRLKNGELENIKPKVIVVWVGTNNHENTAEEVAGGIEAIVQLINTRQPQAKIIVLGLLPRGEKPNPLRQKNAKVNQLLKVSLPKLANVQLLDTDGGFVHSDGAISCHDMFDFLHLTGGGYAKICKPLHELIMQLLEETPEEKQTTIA
PAFAH2 inh – PAFAH2 (human) inhibition | Q99487 | 340,000 tested, 0.99% active | inhibition, % at 3.39 µM | recombinant PAFAH2, FP-rhodamine activity probe, fluorescence polarization;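 active = inhibition above the mean over all tested compounds plus 3 SD, cut at about 30% in these data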;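 note: inhibitors block probe labeling of enzyme so polarization drops; 0% = enzyme with DMSO and 100% = wells lacking PAFAH2 protein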
PAFAH1B3 inh – blocks human PAF acetylhydrolase 1B catalytic subunit 3 | Q15102 | recombinant PAFAH1B3, FP-rhodamine probe, fluorescence polarization | inhibition, % at 3.39 µM | 340,000 tested, 0.28% active | AID 492972;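 active = inhibition above the screen-wide average of all tested compounds plus 3 SD, cut at about 25% in these data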;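 note: 0% = enzyme with DMSO only and 100% = wells lacking PAFAH1B3 protein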
Target sequence (Q15102 whole entry, looked up): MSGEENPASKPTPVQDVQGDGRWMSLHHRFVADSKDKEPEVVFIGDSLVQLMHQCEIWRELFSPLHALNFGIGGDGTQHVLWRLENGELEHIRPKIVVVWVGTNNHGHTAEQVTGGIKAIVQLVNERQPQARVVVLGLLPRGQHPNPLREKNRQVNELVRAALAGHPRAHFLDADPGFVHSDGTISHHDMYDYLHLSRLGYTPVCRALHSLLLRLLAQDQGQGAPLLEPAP
pPAFAH inh – inhibitors of human plasma PAF acetylhydrolase (pPAFAH) | inhibition, % at 3.39 µM | recombinant pPAFAH, FP-rhodamine probe fluorescence polarization | 330,000 tested, 1.5% active | AID 463082;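 active = inhibition above the mean inhibition across the screen plus 3 SD, cut at about 25% in these data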;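 note: inhibitors block binding of the rhodamine activity-based probe so polarization drops; 0% = enzyme with DMSO and 100% = wells lacking pPAFAH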
EBNA-1 inhibitor – blocks EBNA-1 binding to DNA; EBNA-1 DNA binding, fluorescence polarization; inhibition, % at 14.8 µM; 300,000 tested, 0.34% active; AID 1950; in the data active = inhibition above about 28%
Active calls of the source: *; nt = not tested or not shown. These rows are one share of the data; count on the stated rates, not on these rows.

SMILES	LYPLA2 counter	LYPLA1 inh	PREPL inh	ZTA DNA inh	PAFAH1B2 FP inh	PAFAH2 inh	PAFAH1B3 inh	pPAFAH inh	EBNA-1 inhibitor
CC(=O)Nc1ccc(NC(=O)CSc2nnnn2C2CCCCC2)cc1	-12	-3	9	-14	-1	3	1	-9	-9
Cc1cc(NC(=O)NC(=O)c2ccc(F)cc2F)n[nH]1	-4	-3	1	3	3	3	-1	5	5
CCOc1ccc(CN(C)CC(=O)Nc2cccc3ccccc23)cc1OC	-6	-4	19	2	1	3	0	1	0
Cc1ccc2nc(-c3ccncc3)cc(C(=O)Nc3ccncc3)c2c1	2	-2	1	1	1	0	4	6	-1
O=C(NCCc1cn2ccccc2n1)c1ccc(Br)o1	4	0	5	-6	4	-1	-3	2	6
C#CCOCCOCCOCCNc1nc(N2CCN(C(=O)[C@H]([C@@H](C)CC)n3cc([C@@H](N)CO)nn3)CC2)nc(N2CCN(C(=O)[C@H]([C@@H](C)CC)n3cc([C@@H](N)CC(C)C)nn3)CC2)n1	3	-2	12	-6	-1	-3	10	3	4
Cc1ccc(OCC(=O)NCCNC(=O)c2ccc(C)nc2)cc1	-2	-1	-13	4	-3	-3	-1	-4	-22
CCc1sc(C(C2C(=O)CC(C)(C)CC2=O)C2C(=O)CC(C)(C)CC2=O)cc1[N+](=O)[O-]	0	1	-8	3	0	12	3	13	-1
Cc1cc(N2CCN(C)CC2)nc2ccc(NC(=O)CCC3CCCC3)cc12	-1	1	8	-3	7	10	8	12	-3
O=C(NC(=S)N1CCN(C(c2ccccc2)c2ccccc2)CC1)c1ccc(S(=O)(=O)N2CCOCC2)cc1	-1	2	-5	-4	15	4	0	3	-3
Cc1cc(C)n(-c2ccc(C(=O)Nc3sccc3C(N)=O)cc2)n1	-6	-3	6	-2	-3	3	4	3	1
CNC(=S)NCCC(c1ccccc1)c1ccccc1	1	-2	14	19	13	-5	1	0	0
CCn1cnc2sc(C(=O)N3CCN(c4ccc(OC)cc4)CC3)c(C)c2c1=O	2	0	16	-15	-7	-5	1	-6	-19
O=C(Nc1ccc(S(=O)(=O)Nc2ncccn2)cc1)c1ccco1	3	-2	-3	-6	-3	-10	6	4	2
COc1ccc(N(Cc2cc3ccccc3[nH]c2=O)C(=O)C2CCCO2)cc1 (stereo unspecified)	6	-1	-4	-8	1	-2	5	0	2

The final three compounds of the section before open the next one.
SMILES	LYPLA2 counter	LYPLA1 inh	PREPL inh	ZTA DNA inh	PAFAH1B2 FP inh	PAFAH2 inh	PAFAH1B3 inh	pPAFAH inh	EBNA-1 inhibitor
CCn1cnc2sc(C(=O)N3CCN(c4ccc(OC)cc4)CC3)c(C)c2c1=O	2	0	16	-15	-7	-5	1	-6	-19
O=C(Nc1ccc(S(=O)(=O)Nc2ncccn2)cc1)c1ccco1	3	-2	-3	-6	-3	-10	6	4	2
COc1ccc(N(Cc2cc3ccccc3[nH]c2=O)C(=O)C2CCCO2)cc1 (stereo unspecified)	6	-1	-4	-8	1	-2	5	0	2
COc1cc(OC)cc(-n2nnnc2SCC(=O)N2CCCc3ccccc32)c1	3	-1	8	-13	4	1	-1	-8	1
O=S(=O)(CCc1nc2ccccc2o1)c1ccc(Cl)cc1	1	-4	-9	-4	8	2	5	3	3
CCC(C)[C@H](NC(=O)NCc1ccccc1Cl)C(=O)O (stereo partly specified)	-1	-1	13	-9	2	0	5	1	-6
CCOc1ccc(NC(=O)c2ccc(OC)cc2)cc1	3	-1	-4	-3	-5	-11	6	0	-2
COc1ccc(/C(C)=N/OCC(=O)N=Nc2c(O)[nH]c3ccccc23)cc1	0	-2	-11	1	3	-4	6	7	2
CCN(CC)C(=O)C(=O)N/N=C/c1ccc(C(=O)O)cc1	0	-1	8	12	5	4	2	1	0
Cc1ccccc1NC(=O)/C=C/c1cccs1	-1	0	-4	-4	1	4	2	2	-4
CC1CCCCN1S(=O)(=O)c1cnc(Cl)c(Br)c1 (stereo unspecified)	1	2	1	-13	0	-5	-4	4	-7
CN1c2ccc(C=O)c3c(C=O)ccc(c23)N(C)C1(C)C	-4	6	39	-8	11	22	19	22	3
O=C(NCCc1ccccc1F)C1CCC(=O)N(CCCN2CCCC2=O)C1 (stereo unspecified)	3	-3	16	-4	-1	-5	1	-7	-2
CC(=O)NC(CC(=O)NC12CC3CC(CC(C3)C1)C2)c1ccccc1 (stereo unspecified)	-1	-1	0	-1	4	14	8	4	-5
CCN1CCN(C(c2cccs2)C(C)NC(=O)c2cccc(OC)c2)CC1 (stereo unspecified)	0	-3	-26	7	4	-4	2	6	-2
COc1cccc(CNC(=O)CC2C(=O)NCCN2CCCc2ccccc2)c1 (stereo unspecified)	-3	-3	0	8	0	1	-1	6	4
C=COC(=O)CSc1snc(SCC(=O)OC)c1C#N	3	1	3	-5	2	5	2	4	4
COc1ccc2ccccc2c1CNCCCN1CCOCC1	6	3	19	-15	4	0	-1	-1	4

Only LYPLA1 inh, for some of the entries so far:
| molecule | LYPLA1 inh |
| --- | --- |
| O=C(NCCc1ccccc1F)C1CCC(=O)N(CCCN2CCCC2=O)C1 (stereo unspecified) | -3 |
| CCOc1ccc(NC(=O)c2ccc(OC)cc2)cc1 | -1 |

Going on with the list:
SMILES	LYPLA2 counter	LYPLA1 inh	PREPL inh	ZTA DNA inh	PAFAH1B2 FP inh	PAFAH2 inh	PAFAH1B3 inh	pPAFAH inh	EBNA-1 inhibitor
CCCn1c(SCC(=O)NCc2ccco2)nnc1-c1ccncc1	-3	0	-1	-3	10	6	1	-1	-9
COC(=O)CS(=O)(=O)c1ccsc1C(=O)Nc1ccc(F)cc1	3	1	-3	-4	1	-6	1	-2	1
Cc1ccc(NC(=O)CN2CCN(CCN=CC3=C(O)CC(c4ccccc4)CC3=O)CC2)cc1 (stereo unspecified)	4	3	11	7	5	-3	2	6	4
CC(=O)N(C)c1ccc(NC(=O)Nc2ccccc2C)cc1	1	-3	13	-17	-4	-4	-2	1	7
S=C(Nc1ccc(N2CCOCC2)cc1)Nc1ccc2snnc2c1	-1	0	13	-10	-1	-3	8	6	-4
O=C1COc2ccc(S(=O)(=O)Nc3ccc4c(c3)OCO4)cc2N1	-1	0	-6	-6	8	6	1	4	-6
CON(C)C(=O)CC(CN(Cc1ccccc1)C(=O)OC(C)(C)C)c1ccc(Cl)cc1 (stereo unspecified)	nt	nt	8	nt	10	5	3	4	nt
COc1ccc(N(CC(=O)Nc2cccc(C(F)(F)F)c2)S(C)(=O)=O)cc1	10	4	-4	19	-3	6	-1	7	10
CCN(C1CCCCC1)S(=O)(=O)c1c(C)n(C)c(=O)n(C)c1=O	-3	2	0	5	7	-7	4	-1	1
Cc1ccc(-c2cc([C@H]3[C@H]4C=CC[C@@H](C)[C@@H]4C(=O)N3Cc3ccccc3)ccc2F)cc1	4	-5	41	6	0	-3	-10	0	4
COCCCNC(=O)CCCn1c(=O)c2ccccc2n(CC(=O)Nc2c(C)cc(C)cc2C)c1=O	-8	-4	11	-10	2	-3	0	-1	6
COc1ccc2c(c1)C1=NN(/C(C)=C/C(C)=O)C(c3ccc(F)cc3)C1CC2 (stereo unspecified)	8	0	7	4	2	5	4	9	-10
CC(NC(=O)C1CC2CCCC(C1)C2=O)c1ccccc1 (stereo unspecified)	2	1	0	-1	5	-6	2	3	11
CC1(C)CC(=O)C(N=Nc2ccc(OC(F)F)cc2)=C(O)C1	2	0	11	-14	-2	-1	2	1	-2
Clc1ccc(CNc2nc(CN3CCOCC3)nc3scc(-c4ccccc4)c23)cc1	-3	-1	9	-6	7	-1	9	33*	1
CSc1nc2ccccc2cc1/C=C(\C#N)c1ccc(Cl)cc1Cl	1	5	1	2	5	0	-6	1	-2
Cc1ccc(Cl)cc1N1CCN(Cc2cc(=O)n3ccsc3n2)CC1	-1	-1	-7	11	0	0	4	1	4
CC1=C(OC(=O)c2ccccc2)C(C)(C)C(c2ccc(Br)cc2)OC1=O (stereo unspecified)	1	-3	-13	13	-1	-4	-4	0	8
CCOC(=O)CN(C(=O)COc1nc(-c2ccccc2)cc(C)c1C#N)c1ccc(C)cc1	2	2	8	5	2	5	9	1	10
O=C(NCc1ccc(Cl)cc1)N1CCN(Cc2ccccc2)CC1	4	0	5	7	-2	6	2	4	-6
CCOC(=O)c1ccc(NC(=O)Nc2ccc(OC)c(OC)c2)cc1	-1	-11	28	13	8	-5	13	11	3
O=c1cc[nH]c2cc(Cl)ccc12	8	1	12	-3	3	1	10	5	4
CC(=O)c1ccc(OCc2ncc(C(F)(F)F)cc2Cl)cc1	-7	-3	13	12	2	-5	8	10	9
O=C(NCCn1ccc2ccccc21)c1ccc2c(c1)OCO2	3	1	2	-2	7	-4	-7	-2	-2
COc1ccc(C)cc1S(=O)(=O)NC1CCCCC1C (stereo unspecified)	-5	-6	2	1	7	8	8	3	0
CN(C)C(=O)c1ccc(NC(=O)c2ccc(-c3ccc(Cl)cc3)o2)cc1	-4	-7	-5	-2	4	9	3	-3	-7
CC(=O)Nc1cccc(NC(=O)c2cc(-c3cccnc3)nc3ccc(Br)cc23)c1	-22	-17	-1	24	-2	-11	-8	2	3
O=C(c1ccccc1)C(O)(Cc1ccccc1)c1ccccc1 (stereo unspecified)	0	0	-19	-7	6	0	-8	5	-4
CCCCCOC(=O)CC(C(=O)OCCCCC)N1CCCCC1 (stereo unspecified)	2	2	1	-10	-1	11	-3	0	-2
CN1CCN(S(=O)(=O)c2ccc(N(C)Cc3cccc(F)c3)nc2)CC1	4	-1	5	-15	7	-5	7	0	nt
O=C1CCCc2nc(N3CCN(C(=O)c4ccco4)CC3)ncc21	2	4	-1	3	3	2	-2	11	2
Cc1c(C(c2cc(O)ccc2Cl)c2c(C)n(C)n(-c3ccccc3)c2=O)c(=O)n(-c2ccccc2)n1C	1	2	-5	-5	2	1	-1	0	-4
O=C(c1ccccc1)N1CCC(CC2CC(c3ccc(Cl)cc3)=NO2)(C(=O)NCC2CCCCC2)CC1 (stereo unspecified)	-6	-1	26	1	2	-4	-4	12	10
S=C(NCCc1ccccc1)Nc1nccs1	-2	1	2	-16	7	-1	-1	7	-2
CCOC(=O)c1cn(CC)c2cc(Cl)c([N+](=O)[O-])cc2c1=O	-2	0	4	-8	4	-3	2	0	3
CC(C)(C)c1ccc(C(=O)CSc2n[nH]c(=O)[nH]c2=O)cc1	3	-3	3	-7	6	4	4	2	2
O=C(NCCc1c[nH]c2ccccc12)C(=O)NCC1OCCN1S(=O)(=O)c1cc(F)ccc1F (stereo unspecified)	2	2	28	13	2	-5	1	23	14
CC1(C)CC(=O)C2=C(C1)N(Cc1ccco1)C(=O)C2(O)C(F)(F)F (stereo unspecified)	2	-1	3	10	10	-7	3	-3	8
O=C(COC(=O)c1ccc(S(=O)(=O)N2CCOCC2)cc1)NCc1cccs1	-4	1	-9	-5	4	7	4	4	-10
Cn1c(SCC(=O)c2ccc3c(c2)OCCO3)nnc1C(F)(F)F	-1	-3	-2	-3	13	0	2	2	-7
CCOc1ccc(N2CC(C(=O)NCc3ccccc3)CC2=O)cc1 (stereo unspecified)	-4	1	-8	-1	0	-1	9	-3	-8
COc1ccc(-n2ncc3c(NCc4cccnc4)ncnc32)cc1	-6	1	-16	18	8	3	5	3	3
CC(C)Cn1c(-c2cccnc2)nc2c1c(=O)[nH]c(=O)n2CC(C)C	4	3	-2	14	-7	3	5	4	5
O=C(Nc1ccc(-c2nc3ccccc3[nH]2)cc1)c1ccco1	-14	-6	7	-5	-1	-4	-1	-5	-8
COc1ccc(S(=O)(=O)N2CCOCC2)cc1NC(=O)COC(=O)CC1CC2CCC1C2 (stereo unspecified)	nt	nt	23	nt	4	8	3	21	nt
COc1ccccc1COC(=O)Nc1c(C)nn(C)c1Cl	5	-1	3	-8	9	3	2	-3	-4

Screening results (PubChem)
